High-throughput results (PubChem)
NCI-60 one-dose screen, 48 h, at 10 µM unless noted. Numbers give growth in % (100 = growth as untreated, 0 = no growth, -100 = all killed).
HL-60(TB): HL-60(TB) leukemia cells. 9% of 78,000 active; active = growth percent below 10
* hit, by the source's call; & = joins results of further samples; [ ] = remark or other dose. An excerpt; rates above refer to the full screens.

SMILES	HL-60(TB)
COc1ccc(/C=C/C(=O)Nc2ccc3oc(=O)ccc3c2)cc1	84
COCCC[C@H]1O[C@@](O)([C@H](C)[C@@H]2CC(OC)C(O)/C=C(C)/C=C(C)/C=C(\C)C(OC3O[C@@H](C)[C@H](O)C(O)[C@@H]3O)C(C)/C=C(C)/C=C(OC)/C=C(\C)C(=O)O2)C(OC)C(O)[C@]1(C)O[C@H]1C[C@@H](O)[C@H](O[C@H]2C[C@](C)(O)[C@H](O)C(C)O2)C(C)O1 (some centres not stated)	36
O=C(CCCN1CCC(n2c(=O)[nH]c3ccccc32)CC1)c1ccc(F)cc1	91
Nc1cccc(-c2ccc(C(=O)Nc3cccc(C(=O)O)c3)o2)c1	104
CCCCCCCCCCCCCCCCOc1ccc(S(=O)(=O)Nc2cc(C(=O)OC)cc(C(=O)OC)c2)cc1N	108
CCCCC[n+]1ccc(SCC(=O)N(C)c2ccc(Oc3ccccc3)cc2)c2ccccc21	3.7*
O=S(=O)(NCCCNc1nccc(-c2[nH]c(-c3ccccc3)nc2-c2ccc(F)c(O)c2)n1)c1cccc(F)c1	96
CC(=O)Nc1nc(C)c(S(=O)(=O)Cl)s1	96
CNc1ncnc2nc[nH]c12	119
CC(=O)OC(C(=O)c1ccccc1)c1ccccc1 (configuration not stated)	114
CCOC(=O)N/N=C/c1ccc(OC)cc1	95
C=CCOC(=O)C1=C(C)N(CC)C(=O)NC1c1c(Cl)n(C)c2ccccc12 (configuration not stated)	99
CC(=O)OCC1OC([S-])C(OC(C)=O)C(OC(C)=O)C1OC(C)=O.[Au+].c1ccc(CN2[CH-]N(Cc3ccccc3)C(c3ccccc3)=C2c2ccccc2)cc1	-44*[4.75 µM]
CCCCOC(=O)Cn1c(=O)c2nc3cc(-c4cccc([N+](=O)[O-])c4)oc3nc2n(C)c1=O	98
S=C1SCN(Cc2ccccc2)CN1Cc1ccco1	32

(cont.)
SMILES	HL-60(TB)
CC(=O)Oc1ccccc1C(=O)Nc1ncc([N+](=O)[O-])s1	-44*
C/C(=N/N=C(N)N)c1ccc(F)cc1	192
CC1(C)CN(CCNc2nccc(-c3c(-c4cccc(O)c4)nc4sccn34)n2)S(=O)(=O)N1	83
O=[N+]([O-])/C(=C/c1ccccc1)c1ccccc1	86
O=C(/C=C/c1ccc(O)cc1)c1cc2ccccc2oc1=O	101
COc1ccc(CNc2nc(N)c(N=O)c(=O)n2C)cc1OC	98
CC(=O)c1ccc(Nc2nc(SCCC(C)C)nc(-c3ccc(F)cc3)c2C#N)cc1	92
O=[N+]([O-])c1ccc(Cl)nc1	103
O=C1NC(=S)S/C1=C\N1N=C(c2ccc(Cl)cc2)CC1c1ccc(F)cc1 (configuration not stated)	99
COC(=O)C1=C(Nc2ccccc2)C(=O)OC12C(=O)Nc1ccccc12 (configuration not stated)	97
CC(C)=CCN	97
O=C(COc1ccc(NC(=O)Nc2ccc(Cl)cc2)cc1)N/N=C/c1ccccc1	46
O=C1Nc2ccccc2/C1=N\n1c(N/N=C/c2cccc([N+](=O)[O-])c2)n[nH]c1=S	115
OCc1ncc(-c2ccccc2)s1	91
Nc1cc(S(N)(=O)=O)ccc1O	67

Sorted by heavy-atom count (falling): some entries from above
SMILES	HL-60(TB)
O=C1NC(=S)S/C1=C\N1N=C(c2ccc(Cl)cc2)CC1c1ccc(F)cc1 (configuration not stated)	99
OCc1ncc(-c2ccccc2)s1	91
Nc1cc(S(N)(=O)=O)ccc1O	67

Next section
SMILES	HL-60(TB)
CCOC(=O)c1c(NC(=O)c2cccc(C(F)(F)F)c2)sc2c(CN3CCN(C)CC3)c(O)ccc12	-31*
CC(O)(c1ccc(Cl)cc1)C(CN1CCCCC1)c1ccccc1 (configuration not stated)	88
Cn1c(N2CCN(C(=O)c3ccc(Cl)cc3)CC2)nc(-c2ccccc2)cc1=O	86
CCOC(=O)C(c1ccccc1)C(C)N (configuration not stated)	106
CN1CCN(CC(=O)Nc2ccc3ncnc(Nc4ccc(Oc5cccc(C(F)(F)F)c5)c(Cl)c4)c3c2)CC1	-36*
O=C(CS(=O)c1oc(-c2cccs2)nc1S(=O)(=O)c1ccc(Br)cc1)c1ccccc1 (configuration not stated)	88
CSC1NC(C)=C(C(C)=O)C(c2ccccc2)N1 (configuration not stated)	131
O=c1cc(-c2ccco2)oc2ccccc12	95
CCOC(=O)NC(=S)c1ccc[nH]1	119
O=C(Oc1ccc(Cl)cc1Cl)c1ccccc1	97
O=CNc1c(Br)cc2c(c1Br)Cc1cc(Br)ccc1-2	98
NCCc1ccc(O)cc1	92
O=C(Nc1nc2cc(C(=O)N3CCN(C(c4ccccc4)c4ccccc4)CC3)ccc2o1)c1ccc(Nc2ccc(Cl)c(Cl)c2)c([N+](=O)[O-])c1	100
CC1(C)N=C(N)N=C(N)N1c1cccc(Br)c1	34
CN(C)c1ccc(C(=C2C=CC(=[N+](C)C)C=C2)c2ccccc2)cc1	96

Copied from the list.
CCOC(=O)c1c(NC(=O)c2cccc(C(F)(F)F)c2)sc2c(CN3CCN(C)CC3)c(O)ccc12 – HL-60(TB) = -31*
CN1CCN(CC(=O)Nc2ccc3ncnc(Nc4ccc(Oc5cccc(C(F)(F)F)c5)c(Cl)c4)c3c2)CC1 – HL-60(TB) = -36*
CSC1NC(C)=C(C(C)=O)C(c2ccccc2)N1 (configuration not stated) – HL-60(TB) = 131
O=C(CS(=O)c1oc(-c2cccs2)nc1S(=O)(=O)c1ccc(Br)cc1)c1ccccc1 (configuration not stated) – HL-60(TB) = 88

Next part.
SMILES	HL-60(TB)
COc1ccc2nc(C)c(C)nc2c1	110
Nc1nc2c(C(=O)Nc3ccc(Cl)cc3)c(Nc3ccc(Cl)cc3)nn2c(-c2ccc(Br)cc2)c1-c1nc2ccccc2s1	100
O=C(OCCCOC(=O)c1cccc2c(=O)c3ccccc3[nH]c12)c1cccc2c(=O)c3ccccc3[nH]c12	99
CNC(=O)c1cc(Oc2ccc3c(c2)sc2nc(-c4ccc(N(C)C)cc4)cn23)ccn1	5.3*
O=C(O)c1cc(I)cc(I)c1O	115
COc1ccc2cc(-c3csc(Nc4ccc(F)cc4)n3)c(=O)oc2c1	91
CN(C)c1ccc(/C=C(/C(=O)c2ccccc2)c2ccccc2)cc1	67
c1ccc2c(c1)OCC(C1=NCCN1)O2 (configuration not stated)	132
COC(=O)CCN1CCN(c2ccccc2Cl)CC1	75
COc1cc(/C=C/C(=O)c2ccc(S(=O)(=O)NCCNc3nc(Nc4ccc(F)cc4)nc(N(C)C)n3)cc2)cc(OC)c1OC	-5.0*
O=C(O)c1cc(N2CCCC2)ccn1	104
O=C(CN1CCCCC1)Nc1nc2ccc(NCc3ccc(F)cc3)cc2s1	83
O=Cc1cc(-c2ccc3c4c(cccc24)C(=O)N(N2C(=O)c4cccc5cccc(c45)C2=O)C3=O)ccc1O	94
COC(=O)CCS(=O)(=O)Cc1ccccc1	110
C=C(C)[C@@H]1CC[C@]2(C(=O)O)CC[C@]3(C)[C@H](CC[C@@H]4[C@@]5(C)CCC(N)C(C)(C)[C@@H]5CC[C@]43C)[C@@H]12 (some centres not stated)	-46*

Reprinted from the part before: 3 entries, then new ones.
SMILES	HL-60(TB)
O=Cc1cc(-c2ccc3c4c(cccc24)C(=O)N(N2C(=O)c4cccc5cccc(c45)C2=O)C3=O)ccc1O	94
COC(=O)CCS(=O)(=O)Cc1ccccc1	110
C=C(C)[C@@H]1CC[C@]2(C(=O)O)CC[C@]3(C)[C@H](CC[C@@H]4[C@@]5(C)CCC(N)C(C)(C)[C@@H]5CC[C@]43C)[C@@H]12 (some centres not stated)	-46*
O=C(O)COc1ccc(Cl)c(Cl)c1	111
COc1ccc(-c2nc3c(c(-c4ccccc4)nn3-c3ccccc3)c(-c3ccc(N4CCOCC4)cc3)c2C#N)cc1	101
CCOC(=O)c1cn2ncnc(Oc3ccc(NC(=O)NC4CC4)c(Cl)c3)c2c1C	84
Cc1cc(C)cc(NC(=O)Cn2nncc2CN2C(=O)CSC2=O)c1	98
CCN(CC)CCNC(=O)c1cc(Cl)c(N)c(C(C#N)=C(C#N)C#N)c1OC	87
O=c1cc(-c2cccc(O)c2)oc2ccc3ccccc3c12	80
Cc1nc(C)c(F)c(=O)[nH]1	101
Cc1ccc(-c2nc3nc(-c4ccccc4)nc(N4CCCNCC4)c3o2)cc1	-70*
CCOC(=O)[C@H](Cc1ccccc1)NC(=O)[C@H](Cc1ccccc1)NCc1cccc(O)c1	99
NS(=O)(=O)c1ccc(NCc2coc3ccccc3c2=O)cc1	105
O=[N+]([O-])c1cc([N+](=O)[O-])c(Br)cc1F	81
N#Cc1c(-c2ccc(Cl)cc2)nc(NN=Cc2ccc[nH]2)nc1N1CCOCC1	2.3*
CC(=C(c1ccc(OCCCN(C)C)cc1)c1ccc(OCCCN(C)C)cc1)c1ccc(Cl)cc1	75
COc1cc(-c2csc(NC(=O)Nc3ccc(F)c(Cl)c3)n2)cc(OC)c1OC	30
OCCN1CCCCCCC1	102

(further entries)
SMILES	HL-60(TB)
C(=C(\C1=NCCN1)n1ccc2ccccc21)/c1ccccc1	97
N#CC1c2ccccc2C=CN1C(=O)N(c1ccccc1)c1ccccc1 (configuration not stated)	-8.1*
Fc1ccc(-c2nnc(Nc3ccc(Cl)cc3)o2)cc1	99
O=C(O)CCCCC(=O)Oc1ccccc1Cl	104
COc1cc2nc(-c3cccc4cccnc34)nc(NC3CCN(Cc4ccccc4)CC3)c2cc1OC	-63*
CCOC(=O)c1cc(-c2ccccc2)[nH]c1NNC(=O)CCOC	83
O=C(Cn1cc(CN2C(=O)c3ccc([N+](=O)[O-])cc3C2=O)nn1)Nc1c(Cl)cc(Cl)cc1Cl	102
Oc1ccc2ccccc2c1Sc1c(O)ccc2ccccc12	99
O=C(NO)c1ccc(CNC(=O)[C@H]2Cc3c([nH]c4ccccc34)[C@H](c3ccc(Cl)cc3)N2)cc1	4.6*
O=C(c1ccccc1)c1ccc(-c2ccccc2)cc1	77
CCOC(=O)c1ccc(Nc2nc(NN)nc(-c3ccc(OC)cc3)c2C#N)cc1	103
Cc1cccc(C[C@H](NC(=O)Nc2ccc(Cl)cc2F)C(=O)N[C@@H]2C(=O)N3C[C@H](O)C[C@H]3C(=O)N3CCCC[C@H]3C(=O)N[C@@H](C)C(=O)N3C[C@H](C)C[C@H]3C(=O)O[C@H]2C)c1	6.8*
O=c1[nH][n+](-c2nonc2-c2ccc(F)cc2)no1	107
CCCC(=O)OCC1OC(n2cnc3c(=S)nc[nH]c32)C(OC(=O)CCC)C1OC(=O)CCC (configuration not stated)	32
N#CC(C#N)=CNc1cccc(Cl)c1	93

The list goes on; it opens with the 5 that closed the last part.
SMILES	HL-60(TB)
CCOC(=O)c1ccc(Nc2nc(NN)nc(-c3ccc(OC)cc3)c2C#N)cc1	103
Cc1cccc(C[C@H](NC(=O)Nc2ccc(Cl)cc2F)C(=O)N[C@@H]2C(=O)N3C[C@H](O)C[C@H]3C(=O)N3CCCC[C@H]3C(=O)N[C@@H](C)C(=O)N3C[C@H](C)C[C@H]3C(=O)O[C@H]2C)c1	6.8*
O=c1[nH][n+](-c2nonc2-c2ccc(F)cc2)no1	107
CCCC(=O)OCC1OC(n2cnc3c(=S)nc[nH]c32)C(OC(=O)CCC)C1OC(=O)CCC (configuration not stated)	32
N#CC(C#N)=CNc1cccc(Cl)c1	93
FC(F)(F)c1ccc2c(c1)Sc1ccccc1N2	73
CCOC(=O)C1=C(C)NC(C)=C(C(=O)OC(C)(C)C)C1c1cccc(C#N)c1 (configuration not stated)	81
COC(=O)[C@@H](C)C[C@H](Cc1ccccc1)NC(=O)c1csc([C@@H](C[C@H](C(C)C)N(C)C(=O)[C@H](C)NC(=O)[C@H]2CCCN2C)OC(C)=O)n1	-21*
COc1ccc(Cn2cc(C(=O)Nc3cccnc3Nc3cc(OC)c(OC)c(OC)c3)nn2)cc1	100
Cc1ccc(-c2cc(O)c(-c3ccc(C)cc3C)cc2O)c(C)c1	21
CC(=O)NNc1ccc([N+](=O)[O-])cc1	111
CCCCCCC(C)[N+](=O)[O-] (configuration not stated)	108
NC(=S)c1ccc(OCCCc2ccccc2)cc1	95
CNc1nc2c(s1)C(c1cc(OC)c(OC)c(OC)c1)CC(=O)N2 (configuration not stated)	95
O=C(NO)c1ccccc1O	96&106
ClCc1ccc2ccccc2n1	66
COC(=O)[C@]12CC[C@@H](C)[C@H](C)[C@@H]1C1=CC[C@@H]3[C@@]4(C)C(C=O)=C[C@@](C)(COC(C)=O)[C@@H]4C(=O)C[C@@]3(C)[C@]1(C)CC2	30
CC(=O)N1CCc2cc([N+](=O)[O-])ccc21	105
Cc1nn(-c2ccccc2)c(N2CCCC2)c1-c1nc2ccccc2[nH]1	103
C/C(=C\c1ccc(O)cc1O)c1ccc2ccc(O)cc2[o+]1	63

The results go on.
SMILES	HL-60(TB)
CN(Cc1ccc(C(F)(F)F)cc1)c1cc(C(=O)Nc2ccccc2)ncn1	86
CC(=O)N(c1ccccc1)C1CCC2(C)C(=CCC3C2CCC2(C)C(C(C)CCCC(C)C)CCC32)C1 (configuration not stated)	95
CC[C@H]1OC(=O)[C@H](C)[C@@H](O[C@H]2C[C@@](C)(OC)[C@@H](O)[C@H](C)O2)[C@H](C)[C@@H](O[C@@H]2O[C@H](C)C[C@H](N(C)C)[C@H]2O)[C@](C)(O)C[C@@H](C)/C(=N\OCOCCOC)[C@H](C)[C@@H](O)[C@]1(C)O	108
Nc1c(C(=O)c2ccccc2)oc2nc(-c3cnccn3)cc(-c3cccs3)c12	90
COc1ccc(/C=C2\COc3ccc(-c4ccccc4)cc3C2=O)cc1O	-34*
Cc1c(Nc2ncccc2C(=O)O)cccc1C(F)(F)F	97
C=CCN1C(=O)c2cccc3c(NC(=O)CN4CCCC4)ccc(c23)C1=O	102
Cc1ccc2c(c1)=C/C(=C/c1sc(Nc3ccc(S(N)(=O)=O)cc3)nc1O)C(=O)N=2	115
C=CCOc1ccnc(OCC=C)n1	103
CC#CC(=O)N1CC[C@@H](n2c(=O)n(-c3ccc(Oc4ccccc4)cc3)c3c(N)ncnc32)C1	97
Brc1ccsc1Br	102
Cn1cccc1C(=O)C1C(c2cccc(F)c2)C2C3CCCCC3CN2C12C(=O)Nc1ccc(Cl)cc12 (configuration not stated)	78
